# Source: PubChem
# NCI-60 one-dose screen, 48 h, at 10 µM unless noted. Numbers give growth in % (100 = growth as untreated, 0 = no growth, -100 = all killed).
# 786-0: 786-0 renal cancer cells. 81,000 compounds, 5.1% hits. AID 1794775
# A498: A498 renal cancer cells; 76,000 compounds, 5.4% hits
# CAKI-1: CAKI-1 renal cancer; 75,000 compounds, 4.7% hits
# UO-31: UO-31 renal cancer; 81,000 compounds, 5.2% hits; AID 1794768
# RXF 393: RXF 393 renal cancer cells; 77,000 compounds, 6.9% hits; AID 1794773
# TK-10: TK-10 renal cancer cells; 81,000 compounds, 3.9% hits; AID 1794769
# U251: U251 CNS tumor cells | 80,000 compounds, 5.4% hits | AID 1794753
# ACHN: ACHN renal cancer; 81,000 compounds, 4.9% hits; AID 1794771
# SN12C: SN12C renal cancer cells | 81,000 compounds, 3.8% hits
# An asterisk follows results filed as active; . = no result given; & = joins results of further samples; [ ] = remark or other dose. Rule for the calls: active = growth percent below 10; inactive = the rest.
cpd	SMILES	SN12C	TK-10	ACHN	786-0	A498	UO-31	CAKI-1	U251	RXF 393
1	N#CCC(=O)Nc1ccccc1	94	100	103	103	97	92	102	94	109
2	COc1ccc(C(=O)/C=C/c2ccc(C)cc2)cc1S(=O)(=O)Nc1cccnc1	88	96	93	100	84	73	77	63	97
3	OCCN(CCO)CC(O)c1cc(-c2ccccc2)nc2ccccc12 (stereo not drawn)	101	94	99	97	76	84	98	87	98
4	CSC(=S)NCC(=O)O	103	112	103	110	99	86	99	107	110
5	CCN1[C@@H]2CC[C@H]1/C(=C\c1ccc(C)cc1)C(=O)/C2=C/c1ccc(C)cc1	86	100	96	97	87	63	83	93	93
6	CSc1nc2nc3c(c(-c4ccccc4)c2c(=O)[nH]1)CCC/C3=C\c1ccccc1	96	89	106	103	120	105	111	96	108
7	Cc1ccc(C2=N[C@@H](Cc3ccccc3)C(=O)c3c(nc4ccccn34)N2)cc1	104	135	92	106	101	77	77	99	96
8	CCCC(=O)CC(=O)c1ccccc1	96	95	105	103	70	91	107	86	94
9	COC(=O)/C(Br)=C/c1c[nH]c2ccc(Br)cc12	88	78	87	55	92	47	69	69	33
10	CC12CCC3C4(C)COC(c5ccccc5)OC4CCC3(C)C1CC(C1=CCOC1=O)O2 (stereo not drawn)	90	90	87	91	90	64	82	97	111
11	O=C1NC(=O)C2(CC(C(=O)Nc3ccc(I)cc3)Oc3ccc(F)cc32)N1 (stereo not drawn)	95	101	102	105	78	95	96	100	114
12	O=[N+]([O-])c1ccc(Oc2ccccc2Cl)c([N+](=O)[O-])c1	90	99	100	84	85	82	83	88	87
13	C[C@@H](c1ccc2c(c1)[nH]c1ccc(Cl)cc12)c1nc2ccc(Cl)cc2[nH]1	81	86	80	76	100	58	.	92	101
14	CCN(CC)CCOC(=O)c1cc(Cl)cc(-c2ccccc2)c1O	97	99	114	106	84	86	100	98	109
15	O=C(O)c1ccccc1Nc1cccc([N+](=O)[O-])c1	95	.	98	101	93	85	93	95	.
16	ClCCOCCOc1ccc(C2CCCCC2)cc1	96	108	108	89	73	100	97	90	101
17	O=C1OC(=O)[C@@H](c2ccccc2)[C@@H]1c1ccccc1	96	107	85	94	111	63	92	101	116
18	CCN1C2=C(SC(=S)C1=C1SC(C(=O)c3ccccc3)=C(C(=O)c3ccccc3)S1)SC(=Nc1ccccc1)C2=O	93	102	94	51	113	94	108	27	125
19	Cc1cc(C(C)(C)C)cc(O)c1O	105	92	100	101	96	83	103	97	118
20	COc1ccc(C2=NN(C(C)=O)C(c3sc(N(C)Cc4ccccc4)nc3Cl)C2)cc1 (stereo not drawn)	107	107	104	88	100	79	80	96	112
21	CCCN(CCC)c1ccc(N=Nc2ccccc2C(=O)O)cc1	87	56	79	98	140	74	49	92	133
22	CCC(/C=C\C(C)C1CCC2C3CC=C4CC(OC(C)=O)CCC4(C)C3CCC12C)C(C)C (stereo not drawn)	105	106	109	100	105	96	95	108	100
23	C[C@H]1[C@H]2C3=CC[C@@H]4[C@@]5(C)CCC(=O)NC(C)(C)[C@@H]5CC[C@@]4(C)[C@]3(C)CC[C@@]2(C(=O)O)CC[C@@H]1C	86	99	96	102	84	79	84	103	.
24	CC(O)(c1ccccc1)c1ccccc1	97	.	108	104	98	94	98	101	.
25	N/C(=N\C(N)=N\c1nc2ccccc2s1)c1ccc([N+](=O)[O-])cc1	95	145	86	104	115	69	70	95	116

# Reprinted, entries 1–3
cpd	SMILES	SN12C	TK-10	ACHN	786-0	A498	UO-31	CAKI-1	U251	RXF 393
1	N#CCC(=O)Nc1ccccc1	94	100	103	103	97	92	102	94	109
2	COc1ccc(C(=O)/C=C/c2ccc(C)cc2)cc1S(=O)(=O)Nc1cccnc1	88	96	93	100	84	73	77	63	97
3	OCCN(CCO)CC(O)c1cc(-c2ccccc2)nc2ccccc12 (stereo not drawn)	101	94	99	97	76	84	98	87	98

# Other records.
cpd	SMILES	SN12C	TK-10	ACHN	786-0	A498	UO-31	CAKI-1	U251	RXF 393
26	Fc1ccccc1CNc1c2ccccc2nc2ccccc12	40	58	23	40	11	28	36	47	49
27	C/C(=N/NC(N)=O)c1ccc([N+](=O)[O-])o1	95	102	99	.	94	.	90	118	109
28	Nc1ccccc1C#Cc1ccccc1C#Cc1ccc(OCCCCCOc2ccc(C#Cc3ccccc3C#Cc3ccccc3N)cc2)cc1	106	111	99	106	112	107	.	102	107
29	Cc1[nH]c(C2CC(c3ccc(C(F)(F)F)c(F)c3)=NN2C)c(C)c1C(=O)O (stereo not drawn)	104	107	103	103	47	88	89	98	89
30	O=CN1N=C(c2cccc(Nc3ccnc4cc(Cl)ccc34)c2)CC1c1ccccc1 (stereo not drawn)	31	32	30	19	5.6*	11	12	17	-6.0*
31	Nc1nccc(N2CCCC(CO)(CCCc3ccccc3)C2)n1 (stereo not drawn)	91	92	87	77	87	62	72	90	86
32	O=C(CN1C(=O)S/C(=C\C(Cl)=C\c2ccccc2)C1=O)NCCc1ccc(O)cc1	16	24	-69*	-18*	94	-51*	39	19	-23*
33	C=CCOc1ccc(/C(O)=C2\C(=O)C(=O)N(c3nccs3)C2c2ccccc2F)cc1 (stereo not drawn)	103	89	79	96	74	110	99	93	-21*
34	O=C1C[C@H](Sc2nc3c(c(C(F)(F)F)n2)CCCC3)[C@H]2CO[C@@H]1O2	99	113	103	.	102	88	84	101	107
35	CCOC(=O)c1noc2c1CCc1cn(Cc3ccc(OC)c(OC)c3)cc1-2	109	94	.	95	116	83	.	108	110
36	CCOc1c(C#N)c(Nc2ccc(S(N)(=O)=O)cc2)c(C#N)c(=O)n1C(C)=O	100	106	107	103	.	91	94	105	126
37	CN1CCOc2c1cnn(CCO)c2=O	102	100	103	98	105	91	91	.	112
38	Cc1cccc(NC(=O)Nc2ccc(-c3ccc4c(c3)NC(=O)/C4=C\c3ccc[nH]3)cc2)c1	100	93	91	103	.	70	83	75	102
39	COc1cccc(COc2ccc(NC(=O)Nc3ccc(Cl)c(C(F)(F)F)c3)cc2)c1	33	45	11	35	35	7.9*	24	32	52
40	Cc1cc(Cc2cc(C)c(O)c(C(C)(C)C)c2)cc(C(C)(C)C)c1O	64	91	64	79	65	48	50	79	.
41	O=C(c1c(F)c(F)c(F)c(F)c1F)n1ccnc1	99	90	111	97	104	.	93	98	112
42	CC(C)(C)c1nn(-c2ccccc2)c2c1C(=O)CSC(c1ccccc1Cl)N2 (stereo not drawn)	54	78	54	26	57	29	10	33	-10*
43	C#CCNC(=O)c1ccc(N=Nc2ccccc2)cc1	95	111	64	76	62	89	74	94	97
44	CCNC(=O)Nc1ccc(NC(=O)c2[nH]c(C)c(Cl)c2Cl)c(OC)c1	94	158	89	102	88	79	98	104	93
45	C#CCOc1cc(-c2nc3sccn3c2-c2ccnc(S(C)=O)n2)ccc1F (stereo not drawn)	93	124	95	99	86	86	87	99	95
46	CSC1=C(N)C(=O)c2[nH]cc(CO)c2C1=N	-49*	-84*	1.9*	-70*	-90*	-96*	.	-95*	.
47	C(/C=C/c1ccccc1)=Nc1ccc(CCc2ccc(N=C/C=C/c3ccccc3)cc2)cc1	93	94	6.7*	106	109	86	42	75	84
48	O=C(NCCCCCCCCNC(=O)c1cccc2ccccc12)c1cccc2ccccc12	92	27	46	98	82	.	54	60	65
49	O=C(c1ccc2nc(NS(=O)(=O)c3ccc4ccccc4c3)sc2c1)N1CCN(c2ccco2)CC1	102	102	98	105	107	72	90	100	106
50	CNc1nc(Cl)nc2ncn(C)c12	111	96	99	116	.	90	86	111	120

# Single records, from the list above. Order of values: SN12C	TK-10	ACHN	786-0	A498	UO-31	CAKI-1	U251	RXF 393
# C#CCNC(=O)c1ccc(N=Nc2ccccc2)cc1 as listed: 95	111	64	76	62	89	74	94	97
# CSC1=C(N)C(=O)c2[nH]cc(CO)c2C1=N as listed: -49*	-84*	1.9*	-70*	-90*	-96*	.	-95*	.
# O=C(O)c1ccccc1Nc1cccc([N+](=O)[O-])c1 as listed: 95	.	98	101	93	85	93	95	.
# Cc1[nH]c(C2CC(c3ccc(C(F)(F)F)c(F)c3)=NN2C)c(C)c1C(=O)O (stereo not drawn) as listed: 104	107	103	103	47	88	89	98	89
# CCC(/C=C\C(C)C1CCC2C3CC=C4CC(OC(C)=O)CCC4(C)C3CCC12C)C(C)C (stereo not drawn) as listed: 105	106	109	100	105	96	95	108	100

# Continuation:
cpd	SMILES	SN12C	TK-10	ACHN	786-0	A498	UO-31	CAKI-1	U251	RXF 393
51	CO/N=C(\C)c1ccc(NC(=O)C(C)N2CCN(c3cc4c(cc3F)c(=O)c(C(=O)O)cn4C3CC3)CC2)cc1 (stereo not drawn)	102	110	92	74	79	63	.	102	101
52	Cn1c2c(c3ccc(Cl)c(Cl)c31)C(C#N)C1(CCCC1)NC2=O (stereo not drawn)	89	103	60	93	93	93	92	92	.
53	O=c1[nH]c2ccccc2n1C1CCN(CCOc2ccccc2)CC1	97	99	91	100	64	65	99	89	28
54	CCOC(=O)c1cc2n(n1)CC(c1ccccc1)N2 (stereo not drawn)	101	96	95	97	.	88	80	102	109
55	C(=C/c1cnnc2ccccc12)/c1ccccc1	80	106	100	109	.	55	74	87	108
56	CSCCN1C(=O)C(=O)c2cc(F)ccc21	100	118	104	111	.	91	96	104	124
57	CC1=NCCN1CCc1ccccc1	94	97	110	102	97	99	95	99	100
58	N=C(N)SCc1ccc([N+](=O)[O-])cc1	96	108	100	108	108	99	94	108	115
59	O=C(NCCc1c[nH]c2ccccc12)c1cc(S(=O)(=O)NCCc2c[nH]c3ccccc23)c(O)c(O)c1O	88	121	91	96	92	54	.	61	90
60	CC1=C(/C=C/C(C)=C/C=C/C(C)=C/C=C2/C(=O)/C(=C/C=C(C)/C=C/C=C(C)/C=C/C3=C(C)CCCC3(C)C)[C@@H]3CC[C@@H]2N3C)C(C)(C)CCC1	95	152	105	109	109	71	90	89	102
61	O=C1NC(=O)C2(CCc3ccccc3C2)N1 (stereo not drawn)	110	108	114	107	108	95	99	99	117
62	CCOC(=O)c1cc2c(n1C)-c1[nH]c(=O)c(S(=O)(=O)c3ccccc3)cc1CCC2	96	104	91	95	91	69	91	95	100
63	CC/C=C\C[C@H](O)C/C=C1/C(=O)C=C[C@@H]1C/C=C\CCCC(=O)OCCS(=O)(=O)c1ccccc1	37	104	86	60	115	70	65	16	.
64	COc1ccc(-c2nc3ccc(-c4nnc(SCC(=O)Nc5ccc(/C(C)=N\O)cc5)o4)cc3[nH]2)cc1	80	111	86	-62*	166	87	96	19	-45*
65	NC(N)=NC(N)=NCCCc1ccccc1	79[100 µM]	63[100 µM]	66[100 µM]	56[100 µM]	68[100 µM]	66[100 µM]	64[100 µM]	84[100 µM]	72[100 µM]
66	NNCc1ccccc1Cl	106	119	109	102	94	100	100	104	127
67	COc1ccc(/C=C2/SC(=O)N(CCCC(=O)N3CCN(c4cc5c(cc4F)c(=O)c(C(=O)O)cn5C4CC4)CC3)C2=O)cc1	102	89	99	81	68	81	95	102	106
68	Cc1ccc(S(=O)(=O)/C(C#N)=C/n2ccc(=O)[nH]c2=S)cc1	106	99	106	107	90	96	103	94	105
69	O=C1NNC(c2ccccc2)=N/C1=C\c1ccccc1F	100	135	103	107	94	77	98	96	109
70	Cc1ccc2c(c1)C(N1CCCC1=O)CCN2Cc1ccccc1Cl (stereo not drawn)	86	94	106	92	81	47	78	88	94
71	N#Cc1cn(-c2ccccc2)c(=O)[nH]c1=O	98	97	109	91	80	93	.	98	102
72	COc1ccc(N2CCN(C3=CC(=O)C(C)=C(C)C3=O)CC2)cc1	92	116	100	107	92	78	88	100	69
73	O=S(=O)(O)c1cc(O)c2ccccc2c1	101	100	97	108	123	73	.	92	116
74	OC(CCN1CCCCC1)(c1ccccc1)C1CC2C=CC1C2 (stereo not drawn)	98	91	93	87	107	69	91	94	88
75	CC/C=C\C/C=C\C[C@H]1C/C=C2/C(=O)C=C[C@@H]2C/C=C\CCC(=O)O1	.	7.7*	-79*	-44*	21	-50*	14	-23*	-71*
76	Cc1c(C(=O)NCCc2ccc(N3CCC[C@@H]3C)cc2)nn(-c2ccc(Cl)cc2)c1-c1ccc(Cl)cc1	78	80	68	87	97	62	63	98	102
77	O=S(=O)(NCCCNc1nccc(-c2[nH]c(-c3ccccc3)nc2-c2ccc(F)c(O)c2)n1)c1ccc(Br)cc1	101	117	87	91	88	122	84	99	55
78	COc1ccc(CN2C(=O)Cc3ccccc3-n3nc(C(C)(C)C)cc32)cc1	90	114	95	98	95	55	76	92	112
79	c1ccc(-c2csc(NN=C3c4ccccc4-c4ccccc43)n2)cc1	90	111	82	106	64	57	70	100	114
80	COc1ccc(C2OCC(C)(C)C(C(C)C)O2)cc1 (stereo not drawn)	107	99	106	98	106	85	100	115	105
81	O=C1NC=C(C(=O)c2cc3ccccc3oc2=O)C(c2ccc(O)cc2)N1 (stereo not drawn)	105	136	102	106	152	71	88	104	105
82	CC(=O)Nc1ccc(C(C)(C)C)cc1	109	96	.	99	95	97	.	104	101
83	C[C@@H]1N=C(c2ccc3ccccc3n2)Nc2nc3ccccn3c2C1=O	96	142	86	98	108	70	82	106	119
84	Cc1cccc2c3c(sc12)C(c1ccc(Cl)cc1)c1c(nc(-c2ccc(Cl)cc2)[nH]c1=O)O3 (stereo not drawn)	94	154	95	104	85	65	69	92	103
85	CC/C=C\C[C@H]1C/C=C2/C(=O)C=C[C@@H]2C/C=C\CCCC(=O)O1	-28*	-38*	-89*	-80*	-51*	-90*	-36*	-81*	-57*
86	COc1ccc(/C(C#N)=C/c2ccc(NC(C)=O)cc2)cc1	80	91	102	81	91	48	84	100	124
87	NC1=NN(c2ccccc2)C(=O)C1	101&96	117&122	112&101	115&102	84&102	83&79	99&90	108&95	116&109
